TR SRC2 fluor cs – counter-screen for TRb-SRC2 inhibitors: fluorescence interference; TRb/SRC2 Texas Red total fluorescence interference; Potency, µM (series often up to 106 µM), for the others: top-dose fluorescence change, negative = quenching; hit rate 0.29% among 280,000; AID 1479; active = well fitted curve in either direction with a large enough effect; inconclusive = small, poorly fitted or top-dose-only effect; note: % is set by controls: 0 for no effect and ±100 for the full control effect
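Human TRβ ligand-binding domain (0.6 uM) and Texas Red SRC2 peptide (20 nM) in Tris buffer with 1 uM T3 and 5% DMSO were incubated with pinned compound for 5 hr at ambient temperature. Total fluorescence was computed as S + 2P (555/632 nm).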
HTT cytoprotect – Huntington cell model cytoprotection by ATP luminescence. Potency, µM (doses to about 56.4 µM), without a hit: cytoprotection (ATP increase), most hits filed as activators. PC12 HTT-Q103 induced, cytoprotection, ATP luminescence, 40 h. hit rate 0.14% among 230,000;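 note: % of control where 0% means no effect; nearly all actives have a fitted effect of over 45% in size; toxic huntingtin expression switched on by the ecdysone agonist tebufenozide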
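Rat PC12, Q103 Htt exon1-GFP fusion, ecdysone promoter; tebufenozide inducer 100 nM final; compound titration; qHTS, 1500 cells/well; ATPlite luminescent read.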
L3MBTL1 block – L3MBTL1 (human) inhibition; hit rate 0.66% among 230,000; Potency, µM (titrated, usually from 57.1 µM), for the others: top-dose activity, negative = inhibition, hits mostly inhibitors; Q9Y468; AlphaScreen L3MBTL1–H3K9me1 peptide binding; note: % is set by controls: 0 for no effect and ±100 for the full control effect; nearly all actives have a fitted effect of over 60% in size
Target sequence (Q9Y468 whole entry, looked up): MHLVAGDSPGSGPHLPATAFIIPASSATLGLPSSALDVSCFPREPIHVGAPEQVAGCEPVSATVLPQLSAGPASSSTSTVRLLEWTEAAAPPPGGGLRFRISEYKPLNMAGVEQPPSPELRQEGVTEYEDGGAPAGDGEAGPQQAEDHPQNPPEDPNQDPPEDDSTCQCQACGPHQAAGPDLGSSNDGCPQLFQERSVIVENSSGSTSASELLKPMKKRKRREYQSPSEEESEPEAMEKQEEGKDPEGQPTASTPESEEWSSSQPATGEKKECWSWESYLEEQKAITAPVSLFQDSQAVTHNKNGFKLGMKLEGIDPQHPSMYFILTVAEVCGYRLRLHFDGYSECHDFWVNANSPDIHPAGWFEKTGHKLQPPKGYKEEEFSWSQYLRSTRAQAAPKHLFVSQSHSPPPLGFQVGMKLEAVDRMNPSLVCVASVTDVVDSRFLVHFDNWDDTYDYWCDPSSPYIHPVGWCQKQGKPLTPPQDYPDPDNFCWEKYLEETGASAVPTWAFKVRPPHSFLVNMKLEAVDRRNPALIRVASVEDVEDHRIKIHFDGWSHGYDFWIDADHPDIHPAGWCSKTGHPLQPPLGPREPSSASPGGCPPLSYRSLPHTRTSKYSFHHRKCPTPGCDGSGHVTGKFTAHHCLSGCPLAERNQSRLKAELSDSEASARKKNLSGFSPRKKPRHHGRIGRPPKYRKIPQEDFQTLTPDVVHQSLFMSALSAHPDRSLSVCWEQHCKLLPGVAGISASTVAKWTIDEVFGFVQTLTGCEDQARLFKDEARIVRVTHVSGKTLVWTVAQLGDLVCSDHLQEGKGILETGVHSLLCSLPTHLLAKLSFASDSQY
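L3MBTL1 (50 nM) pre-complexed 30 min with biotinylated H3(1-15)K9me1 peptide (75 nM), then compounds added for 30 min at room temperature; AlphaScreen streptavidin donor/nickel chelate acceptor beads (10 ug/mL final) read after 30 min dark incubation.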
TRb-SRC2 inh – disrupts binding of human TR beta to SRC2; P10828; hit rate 0.065% among 280,000; Potency, µM (titrated, usually from 106 µM), without a hit: top-dose activity change, negative = inhibition, hits mostly inhibitors; AID 1469; TRbeta-SRC2 peptide binding, fluorescence polarization; receptor liganded with 1 µM T3;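 note: plate controls were bound peptide for no effect and peptide without receptor for full effect; nearly all actives have a fitted effect of over 50% in size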
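Assay buffer: 20 mM Tris-HCl, 100 mM NaCl, 10% glycerol, 1 mM EDTA, 0.01% NP-40, 1 mM DTT, 1 uM T3, 5% DMSO; TRb LBD 0.6 uM, Texas Red SRC2 20 nM; FP after 5 hr.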
Tau ThT inhib – inhibitors of human tau fibril formation, thioflavin T binding; recombinant tau K18 P301L, heparin-induced fibrillization, ThT fluorescence; Potency, µM (titrated, usually from 57.4 µM), for the others: at the highest dose activity, negative = inhibition, actives largely listed as inhibitors; hit rate 2.1% among 270,000; AID 1460; note: % is set by controls: 0 for no effect and ±100 for the full control effect; nearly all actives have a fitted effect of over 55% in size
Target sequence (P10636 561-689 P618L limits assumed): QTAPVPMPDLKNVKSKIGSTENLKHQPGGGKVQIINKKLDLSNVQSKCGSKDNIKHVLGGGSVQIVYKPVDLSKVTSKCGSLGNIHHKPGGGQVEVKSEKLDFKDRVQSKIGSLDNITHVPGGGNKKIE
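Recombinant human tau K18 fragment […] carrying P301L, 15 uM unlabeled plus 0.24 uM Alexa 594-labeled, was fibrillized with 20 uM heparin in 100 mM sodium acetate pH 7 for 6 hr at 37 C; 30 uM ThT fluorescence read after 1 hr.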
RECQ1 inh – blocks DNA unwinding by human RECQ1. P46063. RECQ1 DNA unwinding, red fluorescence kinetic read. Potency, µM (highest dose often 57.3 µM), without a hit: at the highest dose activity, negative = inhibition, hits mostly inhibitors. hit rate 0.54% among 240,000;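 note: plate controls were vehicle for no effect and no enzyme for full effect; nearly all actives have a fitted effect of over 30% in size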
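RECQ1T1 50 nM; forked duplex (20 bp + 30-nt ss tails) 200 nM, ATP 2 mM final; pH 8.0, 2 mM MgCl2, 2.5 ug/ml poly(dI-dC); 15 min compound preincubation; discontinuous kinetic read over 2 h at RT.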
Tau fibril FP – inhibitors of human tau fibril formation. K18 P301L tau heparin fibrillization, Alexa594 FP, 6 h. P10636. hit rate 0.39% among 280,000. Potency, µM (series often up to 57.7 µM), for inactives: at the top dose activity, negative = inhibition, most hits filed as inhibitors. AID 1468; note: % is set by controls: 0 for no effect and ±100 for the full control effect; nearly all actives have a fitted effect of over 55% in size
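Recombinant K18 P301L […], labeled with Alexa 594 at 0.24 uM over 15 uM unlabeled; heparin inducer 20 uM final; 37 C, 6 hr; FP endpoint.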
Tau fluor counter – counter-screen for tau fibril formation inhibitors; AID 1463; hit rate 0.93% among 280,000; Potency, µM (series often up to 57.7 µM), for the others: at the highest dose activity change, negative = decrease; tau K18 P301L Alexa594 fluorescence, heparin fibrillization; note: % is set by controls: 0 for no effect and ±100 for the full control effect; nearly all actives have a fitted effect of over 55% in size
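Human tau K18 P301L (15 uM unlabeled, 0.24 uM Alexa 594-labeled) in 100 mM sodium acetate pH 7 with 20 uM heparin, 6 hr at 37 C. ThT 30 uM added, 1 hr ambient; Alexa 594 FP and total fluorescence read at 555/632 nm.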
Numbers without * were called inactive; i = inactive; ? = inconclusive; · = no result given; [ ] = remark or other dose. Unless noted, calls come from the whole dose curve; as a rule, active = well fitted curve in the direction sought with a large enough effect; inconclusive = small, poorly fitted or top-dose-only effect, or another doubt; inactive = no such curve, though single readings can be large; an effect the other way counts as inactive or inconclusive. Potency is the fitted concentration of half-maximal effect. An excerpt. The share of hits here may be higher or lower than overall.

A first look (2 entries):
Order of results: Tau ThT inhib	Tau fibril FP	TRb-SRC2 inh	TR SRC2 fluor cs	RECQ1 inh	L3MBTL1 block	Tau fluor counter	HTT cytoprotect
> O=C(Nc1cc(C(F)(F)F)ccc1-n1cncn1)c1ccc(Cl)cc1
    -15.5%	-17.3%	-0.7%	-1.1%	-10.2%	·	-20.9%	-5.4%
> CSCCCNC(=S)Nc1cccc(S(=O)(=O)NC2=NCCC2)c1
    -3.2%	-9.8%	-0.6%	-3.3%	-1.3%	-13.3%	-6.2%	1.4%

The whole of this part, from the first entry:
Order of results: Tau ThT inhib	Tau fibril FP	TRb-SRC2 inh	TR SRC2 fluor cs	RECQ1 inh	L3MBTL1 block	Tau fluor counter	HTT cytoprotect
> O=C(Nc1cc(C(F)(F)F)ccc1-n1cncn1)c1ccc(Cl)cc1
    -15.5%	-17.3%	-0.7%	-1.1%	-10.2%	·	-20.9%	-5.4%
> CSCCCNC(=S)Nc1cccc(S(=O)(=O)NC2=NCCC2)c1
    -3.2%	-9.8%	-0.6%	-3.3%	-1.3%	-13.3%	-6.2%	1.4%
> O=C(COC(=O)CCOc1ccccc1)Nc1ccc(Cl)cn1
    -20.0%	8.5%	3.0%	1.4%	-5.1%	3.2%	-22.5%	-3.5%[10 µM]
> O=S(=O)(NCC1OCCc2ccccc21)c1ccc(S(=O)(=O)N2CCOCC2)cc1 (stereo unspecified)
    -5.9%	-1.3%	-10.6%	-0.4%	3.1%	5.0%	-8.1%	11.0%[10 µM]
> COc1cc2[nH]c(=S)nc(NCC3CCCO3)c2cc1OC (stereo unspecified)
    -15.8%	-2.9%	-3.7%	0.8%	-4.3%	5.3%	-12.1%	-21.7%
> O=C(N/N=C/c1ccc(N2CCOCC2)cc1)C1COc2ccccc2O1 (stereo unspecified)
    ?	4.9%	-3.7%	-0.2%	-1.9%	-5.2%	-7.2%	-33.5%[inhibitor]
> Cc1cc(Nc2ccccc2)n(CCO)n1
    -13.1%	4.7%	-0.3%	-8.3%	9.9%	·	-12.4%	0.7%
> O=C1CC(N2CCN(c3nc4ccccc4s3)CC2)C(=O)N1c1cccc(F)c1 (stereo unspecified)
    -19.5%	-1.9%	-18.2%	-1.5%	0.5%	·	-19.9%	26.3%
> N#CCSc1nnc(-c2ccc(S(=O)(=O)N3CCOCC3)cc2)n1CC1CCCO1 (stereo unspecified)
    0.1%	-0.7%	-10.4%	-3.0%	i	5.5%	-2.8%	0.7%[10 µM]
> CC(C)CNc1cc(N2CCCC2)ccc1[N+](=O)[O-]
    ?	4.7%	·	·	-14.0%	-14.8%	-11.0%	-14.8%
> CC(=O)c1ccc(NC(=O)CN2C(=O)CCc3cc(S(=O)(=O)N4CCC(C)CC4)ccc32)cc1
    2.2%	-7.2%	-1.7%	-0.5%	·	·	?	·
> COc1ccc2nc(NC(=O)C3=NN(c4ccccc4)C(=O)CC3)sc2c1
    ?	5.7%	7.9%	-4.7%	-7.3%	-6.5%	?	-15.9%[10 µM]
> COc1ccc2[nH]c(=O)c(CN(CC3CCCO3)C(=S)Nc3ccccc3)cc2c1 (stereo unspecified)
    -3.1%	3.3%	-7.7%	-1.5%	5.3%	-0.5%	-0.9%[2.34 µM]	5.9%[10 µM]
> O=C(CSc1oc(-c2cccs2)nc1S(=O)(=O)c1ccc(F)cc1)NCC1CCCO1 (stereo unspecified)
    -17.9%	-11.8%	2.2%	1.4%	-0.7%	-5.2%	-18.5%	8.8%
> Cc1cc(C)c(-c2cc(NC(=O)COC(=O)c3ccc(C#N)cc3)n(-c3ccccc3)n2)cc1C
    -4.5%	?	1.5%	0.0%	-37.7%	-1.7%	-28.2%	4.7%[10 µM]
> Cc1ccc(NC(=O)NCc2cccn2Cc2ccccc2)cc1F
    -8.8%	-7.9%	-2.0%	-1.4%	·	·	-15.6%	·
> Cc1cccc(NS(=O)(=O)c2cccc3nsnc23)c1
    -5.5%	3.3%	-5.6%	1.5%	i	-3.6%	-7.6%	-2.9%
> Cc1ccc(NC(=O)CSc2nnc(-c3cc4occc4n3C)n2-c2ccccc2C)cc1F
    10.0%	-4.7%	0.3%	-1.3%	·	·	-22.0%	·
> Cc1ccccc1-c1cncnc1N1CCNCC1
    -12.0%	-6.9%	8.0%	-3.5%	?	·	-8.8%	6.8%
> CN(c1ccccc1C(=O)Nc1ccc(S(=O)(=O)N2CCCCC2)cc1)S(C)(=O)=O
    12.6%	0.9%	-0.4%	0.2%	i	·	-2.9%	-8.2%
> N#CCCCCn1c(-c2cncs2)nc2ccccc21
    -6.1%	-1.2%	3.6%	-7.6%	i	6.1%	-13.0%	-3.0%
> O=C(C1CC1)N1CCN(c2nc3c(Cl)cccc3s2)CC1
    ?	-6.5%	4.3%	-1.5%	·	·	-8.1%	·
> CC(C)(C)C(=O)NC(=S)NNC(=O)c1sc2ccccc2c1Cl
    ?	?	-7.3%	-3.1%	1.8%	1.2%	-28.7%	-27.3%[10 µM]
> CCNc1ccccc(C(=O)/C=C/c2ccc3c(c2)OCO3)c1=O
    14.1µM*	?	-8.4%	-4.9%	?	·	?	4.8%
> CCC1CCc2nc3sc(C(=O)Nc4cccc(F)c4)c(N)c3cc2C1 (stereo unspecified)
    -7.7%	9.6%	8.3%	-3.7%	·	·	-13.6%	·
> CCN(CC)CCCNS(=O)(=O)c1ccc(OC)cc1
    7.0%	3.7%	-13.3%	-1.2%	-2.7%	8.6%[11.4 µM]	5.8%	2.4%
> N#C/C(=N/Nc1ccc(S(=O)(=O)N2CCOCC2)cc1)C(N)=O
    -1.9%	-0.5%	8.4%	-3.3%	-8.9%	4.8%	-1.9%	13.8%[10 µM]
> Nc1ccnn1Cc1cccnc1
    -11.4%	-1.3%	-0.5%	-2.4%	-1.7%	·	-3.6%	-14.8%[10 µM]
> Cc1oc2ccccc2c1CC(=O)NCCCN(C)C
    ·	1.1%	-11.2%	-1.4%	i	·	-6.8%	31.8%[10 µM]
> COc1ccc(S(=O)(=O)c2cnc(SCC(=O)Nc3cc(F)ccc3C)[nH]c2=O)cc1Cl
    ?	5.1%	0.4%	2.4%	·	·	-15.9%	·
> Cc1ccc(C)c(NC(=O)c2ccc(CN3CC(=O)N4CCCCC4C3=O)cc2)c1 (stereo unspecified)
    4.0%	8.2%	-5.2%	4.5%	·	·	4.9%	·
> COC(=O)CSC1=C(C#N)C(c2sccc2C)CC(=O)N1 (stereo unspecified)
    -8.3%	-8.8%	-3.8%	1.1%	-1.7%	-12.1%	-6.1%	22.9%[10 µM]
> Cc1ccccc1CN(c1ccc(C(=O)NCc2cccnc2)cc1)S(C)(=O)=O
    1.2%	2.1%	-7.2%[53 µM]	0.0%[53 µM]	i	-5.7%	-2.5%	2.5%[10 µM]
> CO[C@]1(NC(=O)CSCC#N)C(=O)N2C(C(=O)O)=C(CSc3nnnn3C)CS[C@H]21
    ·	·	-7.7%	-1.1%	-4.1%[25.9 µM]	·	·	8.9%
> CCCCCCCC(=O)NNC(=O)CC(=O)Nc1ccccc1C(=O)O
    3.2%	6.0%	-3.9%	-0.3%	4.0%	6.4%	-1.9%	33.1%[10 µM]
> COc1ccc(/C=C/C(=O)c2ccc(OC)cc2O)cc1
    5.01µM*	-3.0%[11.6 µM]	7.9%[11.2 µM]	1.4%[11.2 µM]	-4.0%[11.5 µM]	-8.3%	-17.0%[11.6 µM]	-5.3%[10 µM]
> O=C(Cc1cccs1)N/N=C/c1ccco1
    -13.7%	-0.4%	-15.3%	-0.6%	-3.9%	5.0%	-4.9%	-19.3%[10 µM]
> COc1ccc(NCC(=O)Nc2ccc(C#N)cc2)cc1Cl
    ?	?	-12.7%	-0.5%	-17.7%	·	14.1µM*[quencher]	-3.2%
> O=S(=O)(c1ccc(Cl)cc1)n1cccn1
    8.0%	4.6%	-1.3%	-6.0%	i	6.7%	6.7%	-36.4%
> Cc1nc(-c2ccc(F)cc2)sc1CCNC(=O)Cc1ccc(F)cc1
    1.1%	-4.7%	8.5%	0.4%	·	·	-10.5%	·

Profiles, looked up by structure. Order of values: Tau ThT inhib | Tau fibril FP | TRb-SRC2 inh | TR SRC2 fluor cs | RECQ1 inh | L3MBTL1 block | Tau fluor counter | HTT cytoprotect
`Nc1ccnn1Cc1cccnc1` is listed as -11.4% | -1.3% | -0.5% | -2.4% | -1.7% | · | -3.6% | -14.8%[10 µM]
`COc1ccc(S(=O)(=O)c2cnc(SCC(=O)Nc3cc(F)ccc3C)[nH]c2=O)cc1Cl` is listed as ? | 5.1% | 0.4% | 2.4% | · | · | -15.9% | ·
`CCCCCCCC(=O)NNC(=O)CC(=O)Nc1ccccc1C(=O)O` is listed as 3.2% | 6.0% | -3.9% | -0.3% | 4.0% | 6.4% | -1.9% | 33.1%[10 µM]

Next section
Order of results: Tau ThT inhib	Tau fibril FP	TRb-SRC2 inh	TR SRC2 fluor cs	RECQ1 inh	L3MBTL1 block	Tau fluor counter	HTT cytoprotect
> O=C(CSc1ncnc2scc(-c3ccccc3)c12)N1CCN(c2ccccc2F)CC1
    ?	-0.8%	-1.6%	-1.1%	-10.6%	-10.8%	-23.5%	17.8%[10 µM]
> CCn1c(SCc2ccccc2Cl)nc2ccccc21
    -15.5%	5.5%	-0.5%	-1.3%	-6.6%	36.8%[activator]	-3.4%	-41.9%[inhibitor]
> Cc1cc(C)n2nc(C(=O)Nc3c(C)nn(Cc4ccc(F)cc4)c3C)cc2n1
    -15.5%	1.4%	-8.2%	-0.1%	-1.5%	-4.1%	-2.7%	-31.3%
> COC(=O)C1C(O)=C(C=NCc2ccccc2)C(=O)CC1(C)C (stereo unspecified)
    -1.1%	0.9%	1.5%	0.5%	-6.3%	-2.2%	-3.7%	20.0%
> Cc1onc(-c2ccccc2)c1C(=O)N/N=C/c1cn(C)c2ccccc12
    ?	9.3%	-12.8%	-0.3%	-6.8%	?	?	-2.9%
> Cc1nc2ccccc2nc(C)c1=NOCc1cccc(Cl)c1
    ?	-4.7%	3.1%	-0.4%	-12.8%	5.5%	-20.9%	7.9%[10 µM]

Screens (PubChem BioAssay)
